Bioassay records: PubChem BioAssay, National Center for Advancing Translational Sciences (NCATS)
D2 potentiator = HTS Assay for Positive Allosteric Modulators of the Human D2 Dopamine Receptor: Primary Screen for Potentiators; D(2) dopamine receptor (Homo sapiens), P14416; AID 485347, 2010; HEK293 T-REx D2, calcium flux, EC20 dopamine potentiation; actives 0.34% (n = 340,000); potentiation, % at 10 µM;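 active = potentiation over 3 SD above the plate norm, cut at about 30% in these data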; note: 0% is about no effect
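Tetracycline-induced Hek293 Trex D2 cells, force-coupled to calcium, loaded with no-wash calcium dye. Compound added with 180 s kinetic read for agonism, then EC20 dopamine and a further 180 s read for potentiation.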
D1 potentiator = Potentiators of Human D1 Dopamine Receptor: qHTS | actives 0.036% (n = 360,000) | D(1A) dopamine receptor (Homo sapiens), P21728 | potentiation, % at 10 µM | HEK293 TREx D1 cells, calcium flux, dopamine EC20 potentiation; in the data active = potentiation above about 30%; note: 0% is about no effect
Target sequence (P21728 whole entry, looked up): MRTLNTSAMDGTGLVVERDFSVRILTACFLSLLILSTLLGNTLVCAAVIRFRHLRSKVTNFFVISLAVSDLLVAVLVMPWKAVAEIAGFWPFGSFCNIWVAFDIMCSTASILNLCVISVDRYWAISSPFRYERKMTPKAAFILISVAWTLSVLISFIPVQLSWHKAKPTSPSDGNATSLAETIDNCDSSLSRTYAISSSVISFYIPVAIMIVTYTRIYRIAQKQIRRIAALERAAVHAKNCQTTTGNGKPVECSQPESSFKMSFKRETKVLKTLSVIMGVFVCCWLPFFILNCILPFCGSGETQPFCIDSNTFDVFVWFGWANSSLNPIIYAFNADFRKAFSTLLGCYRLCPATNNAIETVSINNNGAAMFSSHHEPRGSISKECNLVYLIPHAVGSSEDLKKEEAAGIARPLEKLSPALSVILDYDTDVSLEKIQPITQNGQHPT
Vif-APOBEC3G blk = qHTS for Inhibitors of Vif-A3G Interactions: qHTS | actives 0.076% (n = 410,000) | HeLa A3G-eYFP + Vif (tagged APOBEC3G with the HIV-1 protein that degrades it), YFP fluorescence, overnight | Potency, µM (top dose mostly 46.1 µM), without a hit: top-dose activity, negative = active, most hits filed as inhibitors | DNA dC->dU-editing enzyme APOBEC-3G (Homo sapiens), Q9HC16;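 note: potency is the fitted concentration of half-maximal effect; % is set by controls: 0 for no effect and ±100 for the full control effect; nearly all actives have a fitted effect of over 60% in size; hits raise eYFP signal because A3G escapes Vif-driven loss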
Target sequence (Q9HC16 whole entry, looked up): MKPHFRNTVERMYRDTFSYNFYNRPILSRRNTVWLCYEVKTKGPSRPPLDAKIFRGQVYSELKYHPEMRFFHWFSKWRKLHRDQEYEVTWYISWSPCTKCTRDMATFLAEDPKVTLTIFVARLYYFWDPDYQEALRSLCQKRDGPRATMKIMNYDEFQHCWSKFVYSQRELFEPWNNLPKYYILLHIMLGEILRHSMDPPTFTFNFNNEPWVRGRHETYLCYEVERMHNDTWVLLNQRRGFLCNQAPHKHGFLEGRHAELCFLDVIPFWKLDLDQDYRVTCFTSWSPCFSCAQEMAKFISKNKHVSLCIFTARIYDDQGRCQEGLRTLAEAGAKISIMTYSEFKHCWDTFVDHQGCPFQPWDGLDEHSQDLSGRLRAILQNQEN
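HeLa cells stably expressing Vif and C-terminally eYFP-tagged A3G, seeded overnight at 37 deg C, then exposed to compound by pintool overnight at 37 deg C. Rise in yellow fluorescence (Ex 488/Em 500-530, Acumen) marks blocked Vif-driven A3G degradation.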
Vif-APOBEC3F blk = qHTS for Inhibitors of Vif-A3F Interactions: qHTS; actives 0.2% (n = 390,000); HeLa A3F-eYFP + Vif (tagged APOBEC3F with the HIV-1 protein that degrades it), YFP fluorescence increase; AID 602313, 2012; Potency, µM (titrated, usually from 46.1 µM), for the others: at the highest dose activity, negative = active; note: potency is the fitted concentration of half-maximal effect; % of control where 0% means no effect; nearly all actives have a fitted effect of over 65% in size
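HeLa cells stably expressing Vif plus C-terminally eYFP-tagged A3F were seeded, incubated overnight at 37 deg C, dosed with compound, incubated overnight again at 37 deg C. Yellow fluorescence (Ex 488/Em 500-530) reported blocked Vif-mediated A3F-eYFP degradation.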
D1 ag = Allosteric Agonists of the Human D1 Dopamine Receptor: qHTS. activation, % at 2 µM. D(1A) dopamine receptor (Homo sapiens), P21728. HEK293 T-REx D1 cells, calcium flux, agonist mode. actives 1% (n = 360,000); in the data active = activation above about 30%; note: 0% is about no effect
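Inducible HEK293 T-REx D1 cells, force-coupled to calcium signalling, were plated at 4000 cells/well with tetracycline and held overnight at 30 C. After no-wash calcium dye loading, compound-evoked calcium rise over 180 s flagged agonists.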
GRP78 ERSR act = qHTS for Inducers of the Endoplasmic Reticulum Stress Response (ERSR) in Human Glioma: qHTS; Potency, µM, inactives show top-dose activation, usual class: activators; actives 0.02% (n = 420,000); U87-MG GRP78 promoter luciferase reporter, 16 h; AID 602332, 2012; note: potency is the fitted concentration of half-maximal effect; series mostly up to about 76 µM; % of control where 0% means no effect; nearly all actives have a fitted effect of over 35% in size
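Stably transfected U87-MG human glioma cells carrying a GRP78-based luminescent sensor were seeded at 1000 cells/well, pin-dosed with compounds and incubated 16 h. Luciferase reagent was then added, and end-point luminescence was read after 10 min at room temperature.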
LDHA block = qHTS assay for inhibitors of human lactate dehydrogenase. actives 0.15% (n = 480,000). purified LDHA, NADH/diaphorase-resazurin fluorescence; active compounds read low. L-lactate dehydrogenase A chain (Homo sapiens), P00338. activity change, % (values are at about 110 or 230 µM); in the data active = activity change below about -30%; inconclusive = mostly about -25% to -30%;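 note: plate controls were DMSO wells for no effect and wells without enzyme for full effect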
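Enzyme activity of human lactate dehydrogenase 5 (2 nM; 0.06 mM NADH, 0.2 mM pyruvate, 5 min, RT) is measured via a resazurin/diaphorase fluorescence readout of residual NADH.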
D1 antagonist = Antagonist of Human D 1 Dopamine Receptor: qHTS. HEK293 TREx D1 cells, calcium flux, dopamine EC80; active compounds read low. D(1A) dopamine receptor (Homo sapiens), P21728. actives 3.2% (n = 360,000). activity change, negative = inhibition, % at 10 µM; in the data active = activity change below about -30%; note: % is set by controls: 0 for no effect and ±100 for the full control effect
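After overnight tetracycline induction at 30 C, force-coupled D1 HEK293 cells took up a no-wash calcium dye at room temperature. Compounds were added and monitored 180 s, and the response to EC80 dopamine was then recorded.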
RXFP1 agonist = qHTS Assay for Agonists of the Relaxin Receptor RXFP1; Relaxin receptor 1 (Homo sapiens), Q9HBX9; HEK293T-RXFP1 cAMP TR-FRET, 30 min; response scale: percent of porcine relaxin response, buffer zero; Potency, µM (series often up to 57.5 µM), for the others: at the top dose activation, most hits filed as activators; actives 0.3% (n = 370,000); AID 2676, 2010; note: potency is the fitted concentration of half-maximal effect; % is set by controls: 0 for no effect and ±100 for the full control effect; nearly all actives have a fitted effect of over 60% in size; many of its hits are not listed in these tables
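cAMP rise read by TR-FRET after 30 min, 37C compound exposure (up to 58 uM) in RXFP1-transfected HEK293 cells with Ro 20174 present. EC50 from Hill-equation fits, with 29 nM porcine relaxin as 100% and buffer as basal.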
* = called active by the depositor. Unless noted, calls come from the whole dose curve; as a rule, active = well fitted curve in the direction sought with a large enough effect; inconclusive = small, poorly fitted or top-dose-only effect, or another doubt; inactive = no such curve, though single readings can be large; an effect the other way counts as inactive or inconclusive. An excerpt; the hit share may differ from the screen's.

How did COc1ccc(NN=Nc2ccc([N+](=O)[O-])cc2)cc1 do in these assays?
D2 potentiator: 0.7; D1 potentiator: -0.8; Vif-APOBEC3G blk: -2.8%; Vif-APOBEC3F blk: -13.3%; D1 ag: 3.3; GRP78 ERSR act: 0.7%; LDHA block: 14.1; D1 antagonist: -15.6; RXFP1 agonist: 0.4%

How did O=C(OCC#CCSc1nnc(-c2ccc(Br)cc2)o1)c1ccco1 do in these assays?
D2 potentiator: 1.3; D1 potentiator: 4.5; Vif-APOBEC3G blk: -4.2%; Vif-APOBEC3F blk: 3.4%; D1 ag: 4.6; GRP78 ERSR act: 0.4%; LDHA block: 2.8; D1 antagonist: -1.2; RXFP1 agonist: 0.7%

How did CCN(CC)C(=O)CSc1nc(-c2ccccc2)cc(-c2ccc(OC)cc2)c1C#N do in these assays?
D2 potentiator: 7.9; D1 potentiator: -4.8; Vif-APOBEC3G blk: -5.6%; Vif-APOBEC3F blk: -8.9%; D1 ag: 2.7; GRP78 ERSR act: 1.3%; LDHA block: 0.2; D1 antagonist: -0.8; RXFP1 agonist: 6.2%

How did CCCOc1cccc(-c2cc(C(=O)NNC(=S)NCC)c3ccccc3n2)c1 do in these assays?
D2 potentiator: 3.0; D1 potentiator: 6.3; Vif-APOBEC3G blk: -15.1%; Vif-APOBEC3F blk: -2.6%; D1 ag: 0.3; GRP78 ERSR act: -3.4%; LDHA block: -1.5; D1 antagonist: -1.8; RXFP1 agonist: -0.9%

How did COc1ccc(NC(=O)C2CCCN(S(=O)(=O)c3ccc(Br)s3)C2)cc1 (centres undefined) do in these assays?
D2 potentiator: 0.9; D1 potentiator: -5.1; Vif-APOBEC3G blk: -0.8%; Vif-APOBEC3F blk: 0.1%; D1 ag: -0.2; GRP78 ERSR act: -4.5%; LDHA block: -10.4; D1 antagonist: -26.0; RXFP1 agonist: 3.7%

How did CCOC(=O)c1c(C)[nH]c(C)c1S(=O)(=O)N1CCN(c2cc(Cl)ccc2C)CC1 do in these assays?
D2 potentiator: -1.7; D1 potentiator: -1.6; Vif-APOBEC3G blk: 4.2%; Vif-APOBEC3F blk: 0.7%; D1 ag: 3.9; GRP78 ERSR act: -2.7%; LDHA block: -4.8; D1 antagonist: -0.6; RXFP1 agonist: -0.3%

How did CN(C)c1ccc(C=c2c3ccccc3n3c2c2c([n+]3C)CCCC2)cc1 do in these assays?
Vif-APOBEC3G blk: 5.4%; Vif-APOBEC3F blk: 11.1%; GRP78 ERSR act: -11.0%; LDHA block: 25.3

How did CCCCN(CC)C(=O)c1oc2ccc(S(=O)(=O)N3CCCC3)cc2c1C do in these assays?
D2 potentiator: 20.4; D1 potentiator: -6.9; Vif-APOBEC3G blk: -2.0%; Vif-APOBEC3F blk: 5.4%; D1 ag: 7.8; GRP78 ERSR act: -1.5%; LDHA block: -1.9; D1 antagonist: 1.9; RXFP1 agonist: 0.0%

How did Nc1nnc(/C=C/c2cccc([N+](=O)[O-])c2)s1 do in these assays?
D2 potentiator: -3.0; D1 potentiator: -3.8; Vif-APOBEC3G blk: 0.2%; Vif-APOBEC3F blk: 1.5%; D1 ag: 2.8; GRP78 ERSR act: 0.1%; LDHA block: -2.8; D1 antagonist: 2.3; RXFP1 agonist: 2.0%

What do the screens show for `CCCn1cc(CN2CCN(Cc3ccc(C)o3)C(CCO)C2)c(C)n1` (centres undefined)?
D2 potentiator: -9.7; D1 potentiator: 0.9; Vif-APOBEC3G blk: -4.2%; Vif-APOBEC3F blk: 1.2%; D1 ag: 0.7; GRP78 ERSR act: -0.1%; LDHA block: -2.3; D1 antagonist: -35.9*; RXFP1 agonist: 0.6%

Results for CCOC(=O)c1cnc(-n2cc(C)cn2)nc1Nc1ccccc1OCC ?
D2 potentiator: -4.4; D1 potentiator: -7.0; Vif-APOBEC3G blk: -0.8%; Vif-APOBEC3F blk: -9.6%; D1 ag: 0.4; GRP78 ERSR act: -2.8%; LDHA block: 1.3; D1 antagonist: 4.1; RXFP1 agonist: 9.2%

Results for CCc1nnc(NC(=O)CSc2ccc(-c3nc4ccccc4[nH]3)cn2)s1 ?
D2 potentiator: -7.5; D1 potentiator: -9.2; Vif-APOBEC3G blk: -11.1%; Vif-APOBEC3F blk: -4.0%; D1 ag: 0.4; GRP78 ERSR act: 2.5%; LDHA block: -11.2; D1 antagonist: -10.3; RXFP1 agonist: -0.3%

What do the screens show for `COc1cc(C)c(COc2ncnc3ccccc23)cc1OC`?
D2 potentiator: 19.5; D1 potentiator: 9.0; Vif-APOBEC3G blk: 3.0%; Vif-APOBEC3F blk: -2.8%; D1 ag: 4.2; GRP78 ERSR act: 1.6%; LDHA block: -8.6; D1 antagonist: 0.7; RXFP1 agonist: 3.5%

Results for O=C(/C=C/Nc1nccs1)C(F)(F)Cl ?
D2 potentiator: 3.7; D1 potentiator: 1.5; Vif-APOBEC3G blk: -6.6%; Vif-APOBEC3F blk: -17.6%; D1 ag: 3.9; GRP78 ERSR act: 3.9%; LDHA block: 7.6; D1 antagonist: -5.3; RXFP1 agonist: 3.2%

Results for CC(=O)Nc1ccc(NC(=O)CN2C(=O)CCc3cc(S(=O)(=O)N4CCCCC4)ccc32)cc1 ?
D2 potentiator: -1.2; D1 potentiator: -0.7; Vif-APOBEC3G blk: 3.4%; Vif-APOBEC3F blk: -8.5%; D1 ag: -1.9; GRP78 ERSR act: 0.5%; LDHA block: -2.4; D1 antagonist: 1.4; RXFP1 agonist: -0.1%

How did COc1ccc(CNC(=O)C(c2ccncc2)N(C(=O)Cc2cccs2)c2ccccc2C)cc1 (centres undefined) do in these assays?
D2 potentiator: 8.7; D1 potentiator: 1.9; Vif-APOBEC3G blk: -0.1%; Vif-APOBEC3F blk: -3.9%; D1 ag: 3.2; GRP78 ERSR act: 5.6%; LDHA block: -2.1; D1 antagonist: 7.7; RXFP1 agonist: -0.1%

How did CC(=O)c1sc(NC(=O)CCN2C(=O)c3ccccc3C2=O)nc1C do in these assays?
D2 potentiator: 14.8; D1 potentiator: -8.0; Vif-APOBEC3G blk: -4.8%; Vif-APOBEC3F blk: 5.9%; D1 ag: 0.0; GRP78 ERSR act: 0.6%; LDHA block: -12.2; D1 antagonist: -10.6; RXFP1 agonist: 9.1%

Results for O=C(O)c1ccc2c3c(ncnc13)-c1ccccc1C2=O ?
D2 potentiator: -3.0; D1 potentiator: -4.0; Vif-APOBEC3G blk: -24.1%; Vif-APOBEC3F blk: -13.8%; D1 ag: 3.6; GRP78 ERSR act: inconclusive; LDHA block: 26.7; D1 antagonist: 4.0; RXFP1 agonist: 0.4%

How did O=C(CN1C(=O)C(=O)N(C2CCCC2)C1=O)Nc1cc(Cl)ccc1[N+](=O)[O-] do in these assays?
Vif-APOBEC3G blk: 0.0%; Vif-APOBEC3F blk: -21.2%; GRP78 ERSR act: -2.6%; LDHA block: -6.5

How did CC1(C)CC(NC(=O)Cc2ccccc2[N+](=O)[O-])CC(C)(C)N1 do in these assays?
D2 potentiator: 3.0; D1 potentiator: -1.2; Vif-APOBEC3G blk: 1.0%; Vif-APOBEC3F blk: 0.7%; D1 ag: 1.6; GRP78 ERSR act: -0.4%; LDHA block: -3.2; D1 antagonist: -9.6; RXFP1 agonist: 1.9%

Results for Cc1cc(C)n2c(=O)c3ccc(Cl)cc3nc2c1C#N ?
D2 potentiator: 6.8; D1 potentiator: -2.5; Vif-APOBEC3G blk: 0.1%; Vif-APOBEC3F blk: -22.2%; D1 ag: 2.0; GRP78 ERSR act: 7.3%; LDHA block: -5.8; D1 antagonist: -18.9; RXFP1 agonist: 6.6%

Results for COc1cc(=O)oc(CCC(C)O)c1C (centres undefined) ?
Vif-APOBEC3G blk: 5.2%; Vif-APOBEC3F blk: 3.5%; GRP78 ERSR act: 0.2%; LDHA block: -5.1

Results for Cc1ccc(C)c(N2CCN(C(=O)C3CCCCN3S(=O)(=O)c3ccc(F)cc3)CC2)c1 (centres undefined) ?
D2 potentiator: 1.0; D1 potentiator: -0.2; Vif-APOBEC3G blk: 3.6%; Vif-APOBEC3F blk: -0.8%; D1 ag: 1.7; GRP78 ERSR act: -6.9%; LDHA block: 5.3; D1 antagonist: 1.2; RXFP1 agonist: 1.0%

What do the screens show for `CCOP(=O)(NC12CC3CC(CC(C3)C1)C2)NC12CC3CC(CC(C3)C1)C2`?
D2 potentiator: 1.2; D1 potentiator: -1.2; Vif-APOBEC3G blk: 7.1%; Vif-APOBEC3F blk: -9.7%; D1 ag: 0.2; GRP78 ERSR act: -4.1%; LDHA block: -6.5; D1 antagonist: 2.6; RXFP1 agonist: 0.5%

Results for Cc1ccc(S(=O)(=O)N2CCOCC2)cc1C(=O)NCCCn1ccnc1 ?
D2 potentiator: 27.7; D1 potentiator: 5.9; Vif-APOBEC3G blk: -2.8%; Vif-APOBEC3F blk: 5.5%; D1 ag: -1.1; GRP78 ERSR act: -4.0%; LDHA block: -0.7; D1 antagonist: 1.1; RXFP1 agonist: -0.8%

How did O=C(c1ccccc1)N1CCc2[nH]nc(-c3ccccc3)c2C1 do in these assays?
D2 potentiator: -0.6; D1 potentiator: -0.6; Vif-APOBEC3G blk: -0.7%; Vif-APOBEC3F blk: -5.7%; D1 ag: 2.0; GRP78 ERSR act: -2.7%; LDHA block: -4.2; D1 antagonist: -2.2; RXFP1 agonist: 0.1%
